# Compound activity as filed in PubChem BioAssay.
# GALR2 antag: GALR2 (human) receptor antagonism; O43603; GALR2-expressing cells, antagonist mode; inhibition, % at 4 µM; 140,000 tested, 0.39% active; in the data active = inhibition above about 27%;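 note: cells stimulated with galanin 1-16 at roughly its EC80; 0% = agonist challenge control and 100% = basal control without agonist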
# Target sequence (O43603 whole entry, looked up): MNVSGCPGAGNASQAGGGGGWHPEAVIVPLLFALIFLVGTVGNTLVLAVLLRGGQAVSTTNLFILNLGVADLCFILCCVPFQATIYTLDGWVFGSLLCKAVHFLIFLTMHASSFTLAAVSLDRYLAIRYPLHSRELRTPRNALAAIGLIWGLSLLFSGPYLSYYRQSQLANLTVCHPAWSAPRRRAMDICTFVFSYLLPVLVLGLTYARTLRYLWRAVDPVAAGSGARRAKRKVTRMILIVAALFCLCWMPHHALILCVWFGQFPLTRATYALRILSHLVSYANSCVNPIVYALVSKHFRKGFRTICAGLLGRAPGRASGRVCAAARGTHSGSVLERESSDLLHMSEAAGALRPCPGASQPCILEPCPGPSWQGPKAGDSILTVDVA
# HCT116 bCat-KO: beta-catenin-lacking colon tumor cell growth suppression; HCT116 beta-catenin knockout viability, CellTiter-Glo, 60 h; hits give low values; 140,000 tested, 1.5% active; viability, % at 10 µM; AID 818;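 active = viability at or under a set limit, the compound median less 4 SD, cut at about 6% in these data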;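 note: 0% = Hyamine 1622 control at 20 µM and 100% = untreated cell control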
# HCT116 PTEN-null: suppresses growth of cells with PTEN deletion; HCT116 PTEN-null viability, CellTiter-Glo, 60 h; hits give low values; viability, % at 10 µM; 140,000 tested, 1.2% active; AID 827;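 active = viability at or below a set limit, 4 SD under the median of all tested compounds, cut at about 3.7% in these data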;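 note: PTEN knockout HCT116 line with beta catenin targeted HCT116 as companion control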
# MRP-1 activ: activators of MRP-1. AID 799. viability increase, % at 10 µM. 140,000 tested, 0.61% active. H69AR cells + doxorubicin, viability rescue, CellTiter-Glo;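 active = viability gain under doxorubicin at or above a set limit, the compound median plus 3 SD, cut at about 4.7% in these data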;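 note: MRP-1 overexpressing cells given doxorubicin 25 µM after compound pretreatment; 18-22 h compound pretreatment then 72 h with doxorubicin before readout; 0% = doxorubicin-only wells and 100% = vehicle-treated cells without doxorubicin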
# Yeast life ext: yeast lifespan extension. S. cerevisiae growth with nicotinamide, OD615; deaD strain in restrictive glucose medium. 130,000 tested, 0.68% active. inhibition of the nicotinamide effect, % at 10 µM. AID 775;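 active = inhibition above a set limit, placed 3 SD over the median of all compounds, cut at about 26% in these data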;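 note: 0% = nicotinamide-treated wells and 100% = cells grown without nicotinamide; some compounds called inactive have numbers as strong as hits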
#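 Assay system: engineered S. cerevisiae DeaD replicative-lifespan strain, galactose-grown log-phase cells; Buffer or medium: CSMM-D glucose medium, restrictive; Probe or stimulus: nicotinamide 1.5 mM; Compound: single dose 10 µM compound, 0.25% DMSO; Schedule: 4 h preincubation then 48 h treatment at 30 °C; Technique: OD615 measurement.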
# Measles CPE: protection of cells from measles virus | protection (pct of control), % at 4 µM | Measles virus-infected cells, CPE protection, absorbance | 140,000 tested, 1.5% active; in the data active = protection mostly above about 24%, no sharp cut-off; inactive = mostly below about 26%; note: some compounds called inactive have numbers as strong as hits
# Phagocytosis inh: blocks phagocytosis by macrophages; J774A.1 macrophage IgG-bead phagocytosis, imaging; inhibition, % at 5 µM; 110,000 tested, 0.07% active; AID 1029;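 active = inhibition above the mean of the plate negative controls plus 5 SD, cut at about 13% in these data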;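 note: phagocytic index as fraction of beads internalized from green versus red external bead signal; plate controls were DMSO negative control for no effect and cytochalasin-D positive control for full effect; some results beyond the cut were filed as inactive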
# NPY-Y2 antag: antagonists of human neuropeptide Y receptor Y2; P49146; NPY-Y2 expressing cells, antagonist mode; inhibition, % at 2.7 µM; 140,000 tested, 0.99% active; AID 793; in the data active = inhibition above about 17%;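 note: 0% = vehicle with agonist challenge and 100% = reference antagonist with challenge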
# Target sequence (P49146 whole entry, looked up): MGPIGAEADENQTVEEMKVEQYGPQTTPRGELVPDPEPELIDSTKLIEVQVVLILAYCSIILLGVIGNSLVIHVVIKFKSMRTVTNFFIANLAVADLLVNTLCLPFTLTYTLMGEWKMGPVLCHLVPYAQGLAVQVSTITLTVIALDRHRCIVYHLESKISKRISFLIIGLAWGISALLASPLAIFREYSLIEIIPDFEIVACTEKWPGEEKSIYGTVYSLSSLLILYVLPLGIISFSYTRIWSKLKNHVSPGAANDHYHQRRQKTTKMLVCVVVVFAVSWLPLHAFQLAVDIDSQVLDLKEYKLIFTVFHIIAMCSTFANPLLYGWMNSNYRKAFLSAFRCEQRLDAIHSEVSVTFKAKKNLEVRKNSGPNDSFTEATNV
# BB579 growth dn: yeast BB579 growth reduction in restrictive medium | S. cerevisiae BB579 growth, OD615, 48 h | inhibition, % at 10 µM | 140,000 tested, 0.51% active;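 active = inhibition above a set limit, 3 SD over the mean compound inhibition, cut at about 44% in these data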; note: inactives centre near -24
#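 Assay system – yeast BB579 (DeaD) · Dosing – single compound dose of 10 µM, 0.25% DMSO final · Detection – OD615 turbidity measurement · Buffer or medium – CSMM-D restrictive synthetic medium containing dextrose (glucose) · Benchmarks – positive control amphotericin B 10 µg/mL · Incubation – 48 h exposure, 30 °C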
# E-sel TNF inh: blocks E-selectin expression induced by TNF alpha; HUVEC TNFa-induced E-selectin immunofluorescence, high content; inhibition, % at 2 µM; 120,000 tested, 0.71% active; AID 1246;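 active = inhibition above the batch mean plus 3 SD, and confirmed as a hit on visual image review, cut at about 43% in these data; inconclusive = passes the inhibition cutoff but fails visual image review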;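 note: 0% = TNF-stimulated DMSO wells and 100% = unstimulated control wells; not every result past the cut was called active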
# Numbers without * were called inactive; ? = inconclusive; nt = not tested or not shown.
SMILES,GALR2 antag,HCT116 bCat-KO,HCT116 PTEN-null,MRP-1 activ,Yeast life ext,Measles CPE,Phagocytosis inh,NPY-Y2 antag,BB579 growth dn,E-sel TNF inh
COc1ccc(N(CC(=O)Nc2cc(C(=O)O)ccc2C)S(=O)(=O)c2c(C)noc2C)cc1,-7.1,98.6,97.8,-0.6,-6.7,8.7,nt,2.4,-25.2,nt
CCC1(c2ccccc2)NC(=O)N(CC(=O)N2CCN(S(=O)(=O)c3ccccc3)CC2)C1=O (stereo not given),-9.3,83.4,87.8,-0.9,-1.1,11.4,5.3,-0.6,-39.6,nt
O=C(Nc1c(C(=O)NCc2ccco2)cnn1-c1ccccc1)c1ccc(F)cc1,-7.9,99.2,93.3,-3.4,2.7,6.5,-4.3,3.0,-8.7,6.8
Cc1cc(C)c(S(=O)(=O)NCc2ccncc2)c(C)c1,31.3*,29.2,29.4,-0.9,-3.7,22.1,3.8,1.9,-44.5,20.1
Cc1ccc(N=C2NC(=O)C(CC(=O)NCc3ccccc3)S2)cc1C (stereo not given),1.2,88.5,88.1,-0.1,0.1,5.6,4.1,2.8,-40.9,nt
NC(=S)NNc1cccc(Cl)c1,-8.0,91.0,94.5,-2.9,9.1,7.5,-0.5,-2.6,-9.5,?
NC(=O)CCC(NS(=O)(=O)c1ccc(Cl)cc1)C(=O)NCc1ccc(Cl)cc1 (stereo not given),0.8,89.2,93.8,-2.0,-1.6,2.1,0.6,2.9,13.1,10.8
Cc1ccc(-c2nn3c(C)nnc3s2)cc1NC(=O)C(C)C,-0.8,88.6,89.7,-0.4,-3.0,14.5,-0.5,1.1,-4.0,15.3
CCOC(=O)Cc1csc(NC(=S)NC(=O)c2ccc(F)cc2)n1,3.7,101.8,98.7,-0.6,8.3,2.8,-3.8,2.4,-43.0,13.0
O=C(NCCN1C(=O)C2C3C=CC(C3)C2C1=O)NCc1ccccc1 (stereo not given),-6.7,100.1,102.2,-3.3,0.0,19.7,-0.1,3.3,-32.7,nt
CC(C)C(=O)NCCCc1ccccc1,2.4,103.2,97.3,-2.8,-19.4,3.5,nt,6.8,-7.4,-0.4
O=C(NCCN1CCN(c2ccccc2)CC1)c1ccc(NC(=O)C2CCCO2)cc1 (stereo not given),-4.9,98.0,110.0,-0.9,-10.0,3.7,1.7,-2.0,-17.0,-4.7
CCN(CC)CCN(C(=O)Cn1nnc(-c2ccc(OC)c(OC)c2)n1)C(C(=O)NC1CCCC1)c1ccc(F)cc1 (stereo not given),20.9,56.0,44.5,-5.6,-1.6,21.9,-1.4,11.9,-43.9,2.5
Cc1ccc2[nH]c(=O)c(-c3nc4c(C)cccn4c3NCc3ccco3)cc2c1,17.0,34.1,26.3,-2.8,-16.1,18.4,-0.2,0.1,6.8,-20.9
COc1coc(C(O)CN)cc1=O (stereo not given),3.4,95.9,99.7,0.2,-2.9,1.1,-2.9,1.5,-42.4,-15.5
O=C(CN1C(=O)COc2ccccc21)NCCCN1CCc2ccccc2C1,-7.5,88.0,81.1,-1.3,-14.4,27.4*,4.8,2.1,-36.6,-4.4
Cc1nnc2n(-c3ccccc3)c(=O)c3c4c(sc3n12)COC(C(C)C)C4 (stereo not given),4.7,96.6,95.3,-3.0,-1.2,1.0,-1.3,3.2,-49.0,10.2
O=C(O)CCC(=O)Nc1ccc(Cc2ccc(NC(=O)CCC(=O)O)c(O)c2)cc1O,-5.1,91.6,102.6,-0.1,-8.7,26.6,1.1,1.6,-39.3,15.9
Cn1c(=O)c2c(ncn2Cc2cc(-c3ccccc3)no2)n(C)c1=O,-5.2,79.7,71.2,-1.9,-14.7,26.9,2.1,-0.3,-47.4,6.9
CCc1cccc2c(C(=O)Cn3nnc(-c4ccc(OC)c(OC)c4)n3)c[nH]c12,-1.1,95.3,85.7,-0.4,-8.3,5.8,0.4,-2.2,-62.8,-26.9
O=C(NCc1ccccc1)C(C(=O)c1ccc(F)cc1)n1ccccc1=O (stereo not given),-0.4,91.5,102.7,1.0,-1.0,-0.1,nt,4.3,-28.5,4.6
COc1ccc(C(=O)Cc2cc(OC)c(OC)cc2[N+](=O)[O-])cc1,4.0,90.8,100.6,0.5,-13.0,13.6,0.0,7.6,-28.8,-39.6
COc1ccccc1NC(=O)C12CC3CC(C1)CC(c1ccc(C)cc1)(C3)C2,-2.9,98.9,95.7,-2.5,7.7,3.5,nt,8.1,-9.3,24.1
O=C(/C=C/c1ccc2c(c1)OCO2)NCCCN1CCOCC1,4.8,87.0,92.9,-0.4,-0.4,10.6,nt,1.3,-45.9,4.1
COc1ccccc1NS(=O)(=O)c1cc(C(=O)N2CC(C)CC(C)C2)ccc1C (stereo not given),-9.3,79.1,78.6,-4.4,-26.4,8.7,-0.4,9.9,-31.2,nt
O=Cc1cn(CCC(=O)O)nc1-c1cc2ccccc2o1,-0.8,87.9,98.9,1.8,4.1,2.2,-3.0,-0.6,1.2,37.1
CCOc1ccccc1CNc1nc2nc3c(c(=O)n2[nH]1)CCC3,-1.5,93.0,89.2,-1.3,0.5,10.0,-3.5,4.6,-48.6,8.1
COc1ccc(C(=O)NCc2ccc(C)cc2)cc1S(=O)(=O)N1CCCc2ccccc21,12.7,70.9,82.3,4.5,1.5,10.6,-0.5,5.7,-65.6,-41.8
O=C(c1ccc(C(=O)N2CCOCC2)s1)N1CCOCC1,-8.6,87.4,87.3,-2.3,-4.0,9.5,0.1,1.9,-30.4,-5.1
Cc1ccccc1Cn1nnc2c1C(=O)c1ccccc1C2=O,9.2,59.5,57.1,-4.9,nt,1.7,nt,-2.7,3.1,-11.9
CC12CCC(C(=O)NC(c3ccccc3)c3ccccc3)(OC1=O)C2(C)C (stereo not given),0.7,68.8,63.3,-0.7,-6.4,3.6,-1.4,7.9,19.0,6.1
O=C(CSc1nnc(SCc2ccccc2)s1)N/N=C/c1c(Cl)cccc1Cl,2.7,88.3,86.2,-1.8,14.2,6.4,6.4,25.9*,-22.8,-24.1
Cc1nn(-c2ccccc2)c(Cl)c1C(=O)NCC(=O)O,2.9,101.4,99.0,-0.7,-4.0,23.5,-0.5,1.5,-22.1,12.3
Cc1ccc(NC(=O)CC2S/C(=N/N=C/C=C/c3ccccc3)NC2=O)cc1Cl (stereo not given),-6.7,82.4,87.3,-2.9,2.6,13.3,-10.1,0.1,-41.8,-19.5
Nc1c(NCc2ccccc2F)c(=O)[nH]c(=O)n1Cc1ccccc1,8.1,81.3,84.3,-1.4,-16.6,6.5,-2.2,1.2,-31.5,-12.2
CC(C)(C)c1[nH]nc2c1C(c1ccncc1)C(C#N)=C(N)O2 (stereo not given),1.2,92.6,99.1,-2.2,-1.0,9.5,1.4,1.8,-25.4,22.8
O=C1CC(c2ccc(S(=O)(=O)NCCOc3ccccc3)cc2)CN1 (stereo not given),-3.4,100.2,99.5,-0.4,-10.6,22.3,nt,-0.4,-45.1,20.0
Cn1c(SCC(=O)Nc2cccc3ccccc23)nc(O)cc1=O,-5.0,95.3,108.0,-1.4,-15.0,20.2,-0.3,1.4,-16.8,1.8
O=C(CNC(=O)C1CCCCC1)Nc1ccccc1,2.7,101.3,101.5,-0.7,3.1,8.9,-10.9,1.6,-11.3,nt
OC(COC(c1ccccc1)c1ccccc1)CN1CCCCC1 (stereo not given),-9.3,87.4,91.8,-4.0,nt,6.2,nt,6.3,-15.0,-1.6
CCOC(=O)Cn1c(=O)sc2ccccc21,7.5,95.4,93.0,-0.8,-6.9,6.7,4.1,1.8,-16.8,8.6
Cn1c(/N=C/c2c(O)ccc3ccccc23)nc2ccccc21,5.2,77.7,67.1,-1.1,38.1,6.2,1.8,-1.4,-43.8,-1.2
COc1ccc(C2C(C#N)=C(N)Nc3nc4ccccc4n32)cc1 (stereo not given),16.6,94.6,95.5,1.0,9.5,2.8,-2.9,2.6,-40.3,nt
Cc1ccc(N2C(=O)C3N=NN(CC(=O)N4N=C(c5cccc6ccccc56)CC4c4ccccc4)C3C2=O)cc1 (stereo not given),2.2,66.1,68.1,-4.2,nt,2.8,nt,3.5,-28.7,4.3
CCN1C(=O)/C(=C/N(C)C)c2ccccc21,-3.2,104.3,112.0,0.0,1.6,14.9,-0.8,1.6,-40.6,-63.6
O=C(NCc1cccnc1)C1c2ccccc2C(=O)N1C1CCCC1 (stereo not given),3.0,100.3,91.4,-0.2,1.8,8.4,-0.2,0.8,-21.5,-17.4
O=C(/C=C/c1ccco1)Nc1cc(Cl)ccc1C(=O)O,-7.7,90.2,86.3,-0.6,-1.7,21.4,-5.1,3.0,-27.9,7.1
CCOC(=O)C1=C(C)N=C2SCCC(=O)N2C1c1cccs1 (stereo not given),-8.1,106.9,103.0,-1.1,-10.6,8.8,-0.9,2.8,-27.1,-23.2
COc1ccc(OC)c(C(O)c2coc3ccc(O)c(CN(C)C)c23)c1 (stereo not given),-12.6,82.7,85.5,-3.9,-4.8,4.0,-2.0,2.7,-9.4,-5.2
Cc1ncsc1C(=O)NCc1ccc(N2CCCC2=O)cc1,1.4,83.0,90.5,1.2,-8.7,7.1,3.3,1.5,-13.1,-16.9
# Carrying on.
SMILES,GALR2 antag,HCT116 bCat-KO,HCT116 PTEN-null,MRP-1 activ,Yeast life ext,Measles CPE,Phagocytosis inh,NPY-Y2 antag,BB579 growth dn,E-sel TNF inh
CCOC(=O)C1CSC(CC(=O)Nc2ccc(Cl)c(Cl)c2)C(=O)N1 (stereo not given),10.6,91.2,98.4,-2.6,-24.1,10.6,0.3,1.0,-13.5,1.1
CCN1C(=O)/C(=C/C=C2/SCCN2C)SC1=S,2.2,95.7,nt,2.2,-11.0,11.6,nt,1.5,-16.1,-38.2
CCOc1ccc(NC(=O)CSc2nnc(Cc3cccn3C)n2-c2ccc(OC)cc2)cc1,-0.8,80.7,91.5,-3.5,-22.0,4.9,0.9,-1.1,-58.4,-13.9
COc1ccc(NC(C#N)c2ccc(OC)cc2)cc1 (stereo not given),-2.0,102.6,92.9,-3.0,-6.8,1.0,0.5,1.4,-18.7,-24.6
Clc1ccccc1-c1nnc2sc(-c3cccs3)nn12,13.7,91.3,85.5,-1.5,-17.5,5.7,-0.8,4.0,-47.9,-7.6
O=C1CCCc2c1[nH]c1ccccc21,4.5,89.8,92.6,-2.3,-8.7,18.5,-1.5,0.6,-29.8,-20.7
NC(=O)CN(c1ccc(Cl)cc1)S(=O)(=O)c1ccccc1,-7.8,94.3,87.7,-1.4,0.9,2.5,-3.0,2.6,-29.2,-5.6
COC(=O)c1[nH]c2ccccc2c1NC(=O)CN1CCN(Cc2ccc3c(c2)OCO3)CC1,-0.9,76.4,71.7,-1.6,-1.5,2.5,3.1,4.8,-54.3,nt
